LYPLA2 inh: counter-screen for PME1 inhibitors: inhibitors of human LYPLA2 | 320,000 tested, 0.38% active | O95372 | AID 2177 | recombinant LYPLA2, FP-Rh probe fluorescence polarization | inhibition, % at 5.9 µM;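 active = inhibition above the screen-wide mean plus 3 SD, limit set per campaign, cut at about 26% in these data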;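 note: 0% = LYPLA2 with DMSO and 100% = wells lacking LYPLA2 enzyme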
LYPLA1 inh: counter-screen for PME1 inhibitors: inhibitors of human LYPLA1; recombinant LYPLA1, FP-Rh probe fluorescence polarization; AID 2174; inhibition, % at 5.9 µM; O75608; 320,000 tested, 0.16% active;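 active = inhibition above the mean of all tested compounds plus 3 SD, set per campaign, cut at about 14% in these data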;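 note: inhibitors block serine hydrolase probe labeling of LYPLA1 so polarization falls; 0% = enzyme with DMSO and 100% = wells lacking LYPLA1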
PAFAH1B2 inh: PAFAH1B2 (human) inhibition | recombinant PAFAH1B2, FP-rhodamine activity probe, fluorescence polarization | AID 492953 | 340,000 tested, 1.2% active | inhibition, % at 3.39 µM | P68402;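 active = inhibition above the mean of all tested compounds plus 3 SD, cut at about 24% in these data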;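 note: 0% = enzyme with DMSO and 100% = wells lacking PAFAH1B2; many of its hits are not listed in these tables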
Target sequence (P68402 whole entry, looked up): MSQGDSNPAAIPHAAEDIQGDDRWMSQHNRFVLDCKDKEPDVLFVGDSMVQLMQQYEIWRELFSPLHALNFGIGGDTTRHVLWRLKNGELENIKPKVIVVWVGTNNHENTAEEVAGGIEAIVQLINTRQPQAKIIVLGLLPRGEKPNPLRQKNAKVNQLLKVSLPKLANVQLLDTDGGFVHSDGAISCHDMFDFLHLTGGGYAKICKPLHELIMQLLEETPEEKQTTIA
pPAFAH inh: pPAFAH (human) enzyme inhibition; inhibition, % at 3.39 µM; AID 463082; Q13093; 330,000 tested, 1.5% active; recombinant pPAFAH, FP-rhodamine probe fluorescence polarization;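 active = inhibition above the mean inhibition across the screen plus 3 SD, cut at about 25% in these data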;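 note: inhibitors block binding of the rhodamine activity-based probe so polarization drops; 0% = enzyme with DMSO and 100% = wells lacking pPAFAH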
GSTO1 inh: counter-screen for RBBP9 inhibitors: inhibitors of human GSTO1; recombinant GSTO1, activity-based probe fluorescence polarization; P78417; inhibition, % at 5.96 µM; 300,000 tested, 1.1% active;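 active = inhibition above the campaign mean inhibition plus 3 SD, cut at about 35% in these data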;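 note: 0% = GSTO1-1 with DMSO and 100% = wells lacking GSTO1-1 enzyme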
PAFAH1B3 FP inh: PAFAH1B3 (human) inhibition; Q15102; recombinant PAFAH1B3, FP-rhodamine probe, fluorescence polarization; inhibition, % at 3.39 µM; 340,000 tested, 0.28% active; AID 492972;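 active = inhibition above the screen-wide average of all tested compounds plus 3 SD, cut at about 25% in these data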;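 note: 0% = enzyme with DMSO only and 100% = wells lacking PAFAH1B3 protein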
Target sequence (Q15102 whole entry, looked up): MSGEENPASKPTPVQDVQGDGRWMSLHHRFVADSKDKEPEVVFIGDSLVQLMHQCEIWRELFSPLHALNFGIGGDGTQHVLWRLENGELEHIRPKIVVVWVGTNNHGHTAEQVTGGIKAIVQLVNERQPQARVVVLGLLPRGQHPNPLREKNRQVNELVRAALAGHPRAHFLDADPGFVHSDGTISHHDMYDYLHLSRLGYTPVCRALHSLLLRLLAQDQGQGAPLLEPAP
PAFAH2 FP inh: inhibitors of human PAFAH2 | Q99487 | recombinant PAFAH2, FP-rhodamine activity probe, fluorescence polarization | inhibition, % at 3.39 µM | 340,000 tested, 0.99% active;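 active = inhibition above the mean over all tested compounds plus 3 SD, cut at about 30% in these data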;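 note: inhibitors block probe labeling of enzyme so polarization drops; 0% = enzyme with DMSO and 100% = wells lacking PAFAH2 protein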
PAD4 FP inh: inhibitors of human PAD4 | AID 485272 | recombinant PAD4, RCA probe fluorescence polarization | inhibition, % at 6.36 µM | 330,000 tested, 0.41% active;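 active = percent inhibition above a cutoff equal to the mean of all tested compounds plus 3 SD, cut at about 15% in these data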;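 note: 0% = PAD4 with RCA probe and DMSO and 100% = probe without PAD4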
PME-1 primary: blocks human protein phosphatase methylesterase 1. recombinant PME-1, FP-Rh probe fluorescence polarization. inhibition, % at 5.9 µM. 320,000 tested, 0.53% active. AID 2130;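 active = inhibition above the campaign mean of all compounds plus 3 SD, cut at about 26% in these data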;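 note: competitive labeling of PME-1 active site by serine hydrolase directed probe; 0% = PME-1 with DMSO and 100% = wells lacking PME-1 enzyme; inhibitors block probe labeling so polarization falls and inhibition rises; many of its hits are not listed in these tables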
Target sequence (Q9Y570 whole entry, looked up): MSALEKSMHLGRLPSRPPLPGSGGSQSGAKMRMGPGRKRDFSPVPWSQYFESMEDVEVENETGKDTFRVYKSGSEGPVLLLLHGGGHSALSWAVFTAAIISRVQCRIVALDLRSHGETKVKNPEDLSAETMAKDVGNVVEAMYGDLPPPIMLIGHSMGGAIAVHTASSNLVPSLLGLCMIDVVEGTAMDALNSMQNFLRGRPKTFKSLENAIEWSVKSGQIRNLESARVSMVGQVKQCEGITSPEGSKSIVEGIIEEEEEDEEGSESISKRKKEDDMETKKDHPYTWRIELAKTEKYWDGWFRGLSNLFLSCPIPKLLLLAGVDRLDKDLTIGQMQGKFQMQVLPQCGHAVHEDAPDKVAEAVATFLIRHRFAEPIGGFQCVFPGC
Active calls of the source: *; . = no result given.

SMILES	LYPLA2 inh	LYPLA1 inh	PAFAH1B2 inh	pPAFAH inh	GSTO1 inh	PAFAH1B3 FP inh	PAFAH2 FP inh	PAD4 FP inh	PME-1 primary
N=c1oc2ccccc2cc1-c1nc2ccccc2c(=O)[nH]1	-1	-1	-2	3	3	3	0	-2	-6
O=C(NC(=S)N1CCN(Cc2ccccc2)CC1)c1cccnc1	-6	-3	4	0	-4	6	5	1	-4
O=C(NCc1ccccn1)c1cc(-c2ccc(Cl)cc2)nc2ccccc12	0	-5	-1	9	-1	-7	-9	0	1
O=C1CC(C(=O)N(c2cccc(F)c2)C(C(=O)NC2CCCC2)c2ccccn2)CS1 (stereo not given)	6	4	2	11	9	11	-4	2	-1
COC(=O)CCC(=O)NN1C(=O)c2ccccc2C1=O	0	0	1	-1	3	-1	1	2	4
CC(=O)Nc1ccc(S(=O)(=O)N=S(C)C)cc1	-1	3	3	3	-7	5	-4	-6	1
CCCCn1ccnc1C(=O)c1ccc(S(=O)(=O)N(CCOC)CCOC)cc1	0	2	0	-2	6	8	9	3	0
CC(=O)Nc1ccc(SC(C)C(=O)NC2CCCC2)cc1 (stereo not given)	-11	-4	-2	7	6	7	-9	0	5
CCN(CC)CCCNC(=O)CSc1nc(-c2cccs2)cc(C(F)(F)F)n1	4	1	-1	1	3	1	1	4	3
Cn1cc(-c2ccccc2)cc(C#N)c1=O	2	-2	5	-2	7	1	0	0	-2
Cc1ccccc1OCC(=O)N/N=C/c1cn(C)c2ccccc12	4	1	6	5	0	10	0	1	4
CCCC(=O)NC(c1ccc(OC)c(OC)c1)c1c(O)ccc2ccccc12 (stereo not given)	1	-1	0	-6	1	6	-3	2	4
N#CC1=C(SCC(=O)Nc2cccc3cccnc23)NC(=O)C(C#N)C12CCCCC2 (stereo not given)	3	1	11	9	-35	9	38*	0	7
COc1ccccc1NC(=O)Nc1sccc1-c1nc2ccccc2s1	-27	-20	.	17	-41	.	.	-33	6
O=C(CSc1ncccn1)Nc1ccccc1	-1	-3	-3	4	-1	13	-1	-1	-3

Overlap with the part before: two compounds, then new ones.
SMILES	LYPLA2 inh	LYPLA1 inh	PAFAH1B2 inh	pPAFAH inh	GSTO1 inh	PAFAH1B3 FP inh	PAFAH2 FP inh	PAD4 FP inh	PME-1 primary
COc1ccccc1NC(=O)Nc1sccc1-c1nc2ccccc2s1	-27	-20	.	17	-41	.	.	-33	6
O=C(CSc1ncccn1)Nc1ccccc1	-1	-3	-3	4	-1	13	-1	-1	-3
O=C1C2C3CCC(C3NCc3ccccc3)C2C(=O)N1Cc1ccccc1 (stereo not given)	5	-2	6	10	3	2	-4	-3	5
COc1cccc(CNc2ccc(S(N)(=O)=O)cc2)c1OCc1ccccc1F	3	0	8	2	-3	6	2	-3	0
Cn1c(=O)n(Cc2ccccc2)c(=O)c2c1nc1n2CCCN1Cc1ccccc1	-1	-2	3	4	1	-3	12	-6	5
CCOC(=O)N1CCN(C(=O)CSc2ccc3nnc(-c4ccccn4)n3n2)CC1	7	1	0	6	-19	0	-3	-2	5
COc1cc(C=O)ccc1OCCSc1ccc(Cl)cc1	-3	-3	56*	21	1	1	1	-1	3
CCOc1ccc(CC(=O)NNC(=S)NC)cc1Br	-5	-2	.	6	-5	.	.	-5	0
CCC(CC)c1nnc(NC(=O)CN2C(=O)C3C4C=CC(C4)C3C2=O)s1 (stereo not given)	-6	-3	8	2	-1	1	9	0	0
COc1cc(OC)c(NC(=S)NCc2ccc(F)cc2)cc1Cl	0	-3	7	2	8	5	-2	-2	4
COc1ccc(CNC(=O)[C@@H]2CC=C[C@@H]3CCN(Cc4ccccc4)C(=O)[C@@H]32)cc1	-9	-3	2	3	-5	10	-5	0	3
O=C(CSCc1ccccc1)N1CCN(c2ccccc2)CC1	3	0	-2	4	4	11	1	-2	-2
CS(=O)(=O)N1CC2CCCN2c2ccc(C(F)(F)F)cc21 (stereo not given)	0	1	3	10	31	3	17	-1	-2
CNC(=O)Cn1ncc2c(C)n(Cc3ccc(C)cc3)c(C)c2c1=O	-5	0	5	4	-1	8	8	-3	1
O=C(CN1C(=O)S/C(=C/c2ccncc2)C1=O)Nc1ccccc1	24	1	-2	5	-2	1	4	3	0
Cc1cccc(NC2=NC(C)(C)N=C(N)N2)c1	-3	-3	-7	1	0	1	1	-4	-10
CCc1nc2ccccc2c(=O)n1NCCc1ccccc1	7	3	2	11	-5	0	-10	1	7
CCOc1[nH]n(-c2ccccc2)c(=O)c1C=Nc1ccc(C(=O)OC)cc1	3	4	3	2	-1	6	-3	3	6
COc1ccccc1CNC(=O)CCCc1nnc2n(C)c(=O)c3sccc3n12	-5	-2	5	-2	14	0	0	1	-3
CCOC(=O)c1c[nH]c2ccc3ccccc3c2c1=O	-2	2	4	1	-1	9	10	-4	-4
O=C(CSc1nnc(NC(=O)c2ccco2)s1)Nc1ccccc1Cl	-3	-3	4	-3	8	3	9	-1	-8
COc1ccc(Cl)cc1-n1c(=S)sc2c(=O)[nH]c(SCC(=O)C(C)(C)C)nc21	0	-4	10	12	-7	15	7	2	9
CCN(CC)c1nc2cc(OC)ccc2cc1C#N	-7	-2	4	0	2	3	3	3	-5
Cc1nn(C)c(C)c1NS(=O)(=O)c1ccc(Cl)s1	.	.	0	-1	.	13	-3	3	.
Cc1ccc(-n2c(=S)[nH]c3[nH]ncc3c2=O)cc1	-6	-3	8	0	5	7	-3	2	-1
CC(NC(=O)CN(c1cccc(C(F)(F)F)c1)S(=O)(=O)c1ccc(Cl)c([N+](=O)[O-])c1)c1ccccc1 (stereo not given)	-9	-3	4	2	0	2	8	0	-1
Cc1cccc(NC(=O)CSc2nc3ccccc3nc2N2CCCCC2)c1	-12	-6	0	11	3	-5	-3	1	-11
Cc1ccc(S(=O)(=O)N(Cc2ccc(Cl)cc2)c2ccccc2C(=O)NCc2cccnc2)cc1	2	0	0	5	-6	2	5	-4	8
O=C(NCN1CCN(c2ccccc2F)CC1)c1ccccc1	1	1	2	6	0	-1	-1	0	-4
Cc1nc(C(=O)NNC(=O)c2c(-c3c(Cl)cccc3Cl)noc2C)cs1	-5	-2	3	3	-1	3	-1	0	4
C=CCC[C@@H](Cc1ccc(F)cc1)C(=O)OC[C@@H](NC(=O)[C@@H](CC=C)CC(=O)N[C@H](CO)Cc1ccccc1)C(C)(C)C	.	.	9	3	.	9	2	-4	.
Cc1ccc2ccc3cccc4ccc1c2c34	5	-1	2	-2	.	4	-5	-1	-3
CC(C)CCN(CC(=O)NC1CCCC1)C(=O)C(=O)Nc1ccc2c(c1)OCCO2	0	-1	1	6	6	4	3	0	0
Cc1cc(C(=O)N/N=C/c2c(C)nn(-c3ccccc3)c2C)n[nH]1	-1	-1	1	1	7	3	5	-2	1
Cc1ccc(-c2csc(Nc3ccccc3)[n+]2CCc2ccccc2)cc1	-3	-1	5	1	-2	6	7	-1	2
COc1ccc(OC)c(N(CC(=O)NC2CC2)S(=O)(=O)c2ccc(C)cc2)c1	9	6	5	4	2	11	5	-4	7
OCCN(Cc1ccccc1)CC(O)COc1ccc(-c2ccccc2)cc1 (stereo not given)	-5	-4	2	9	6	0	8	-7	-4
COc1ccc(C(=O)O)cc1S(=O)(=O)NC(C)(C)C	1	2	-2	-3	7	3	-2	0	1
O=C(CSc1nccn1-c1ccccc1)Nc1ccc2c(c1)OCO2	0	2	1	4	6	6	3	0	1
CC(C)N(Cc1cc2ccccc2[nH]c1=O)C(=O)C(C)(C)C	4	2	5	-3	-2	6	-5	3	-4
CCC(C)n1[nH]c(=O)c2c(C)cc(C)nc21 (stereo not given)	6	2	3	2	-2	5	5	-2	-1
Cc1c(OCC(=O)NCCCn2ccnc2)ccc2c3c(c(=O)oc12)CCC3	5	2	0	0	0	3	3	-6	-5
COc1ccc(Nc2nc(-c3cccs3)nc3ccccc23)c(OC)c1	1	-3	4	14	-3	8	1	-4	9
COc1ccc(Cl)cc1NC(=O)C1Cc2ccccc2CN1S(C)(=O)=O (stereo not given)	-2	-2	0	6	-5	-6	6	2	-14
O=C(NCc1ccc(F)cc1)C1CCCN(C(=O)NCc2ccccc2)C1 (stereo not given)	-4	0	0	-1	11	-7	0	-1	-5
CCOC(=O)CSc1nc2ccccc2n1CC(=O)N(C(C)C)C(C)C	3	-2	8	-1	2	8	-2	0	-2
CC1(C)NC(=O)N(CC(=O)OCC(=O)NC(=O)c2ccccc2)C1=O	-2	0	1	-1	6	-2	-3	1	2
Cc1cc(C)n2nc(-c3sccc3-n3cccc3)cc2n1	-11	0	3	9	-4	-10	0	-4	-3
COc1ccc(-c2cc(=O)c3cc(OC)ccc3o2)cc1	3	1	4	4	0	5	6	6	0
Cc1ccc(-c2noc(CNC(=O)c3ccc4c(c3)OCO4)n2)cc1	-6	-3	-4	1	11	1	-7	3	-3
O=C(COc1ccccc1[N+](=O)[O-])N1CCN(c2ccccn2)CC1	1	3	-1	-2	0	3	3	0	-4
CC(C)CNC(=O)C1CCN(S(=O)(=O)c2ccc3c(c2)OCCO3)CC1	1	1	1	6	3	10	-2	2	7
COc1ccccc1C(=O)NCCC(=O)N1CCCCCCC1	-3	-2	0	-2	8	2	3	-5	4
Cn1c(C(=O)N2CCN(c3ccccc3)CC2)cc2cc(Cl)ccc21	-2	1	0	4	2	1	-2	-2	3
O=C(O)c1ccc(/C=N/NC(=O)c2cc3ccccc3cc2O)cc1	.	.	8	23	.	20	5	-3	.
COc1ccc(-n2nc3ccc(NS(C)(=O)=O)cc3n2)cc1Cl	-1	1	0	6	-6	-7	7	-1	-2
COCCN(C(=O)Cc1cccs1)C(C(=O)NCc1ccc(OC)cc1)c1ccc(C)cc1 (stereo not given)	-2	0	2	-1	11	7	1	-5	-3
COCCN1CCn2c(nc3cc([N+](=O)[O-])ccc32)C1	-2	0	4	-2	3	7	6	-4	-12
CN(c1ccccc1)S(=O)(=O)c1cc(C(=O)NCCCn2ccnc2)ccc1Cl	-2	-5	6	2	.	-3	1	2	0
CN(C(=O)COC(=O)c1ccccc1Cc1ccccc1)c1c(N)n(Cc2ccccc2)c(=O)[nH]c1=O	2	0	0	7	6	6	-3	-4	-4
C#C[C@]1(O)CC[C@H]2[C@@H]3CCC4=C(CCC(=O)C4)[C@H]3CC[C@@]21C	4	1	2	2	4	10	1	-5	-6
CCOC(=O)C1CCN(CC(=O)Nc2c(C(=O)OC)n(C)c3cccc(C)c23)CC1	5	3	0	-3	2	6	5	3	-1

Following part.
SMILES	LYPLA2 inh	LYPLA1 inh	PAFAH1B2 inh	pPAFAH inh	GSTO1 inh	PAFAH1B3 FP inh	PAFAH2 FP inh	PAD4 FP inh	PME-1 primary
Nc1ncc([N+](=O)[O-])c(Oc2ccccc2F)n1	-3	-1	3	-2	-3	4	4	-1	2
Cc1cc(Cl)ccc1NC(=O)COC(=O)c1c(C)noc1C	1	1	2	-11	.	4	1	-3	-13
CN(C(=O)C1CCN(S(=O)(=O)c2ccccc2)CC1)c1c(N)n(Cc2ccccc2)c(=O)[nH]c1=O	9	2	2	2	6	6	1	0	-6
Brc1cccc(-c2nnc3sc(CNC4CCCC4)cn23)c1	9	3	0	2	4	1	-5	-1	2
CS(=O)(=O)N1CCC(C(=O)N2CCN(c3ccccc3F)CC2)CC1	0	4	7	0	-2	-2	-5	1	3

Screening results as filed in PubChem BioAssay.

These rows are one share of the data (hit frequency here may not be typical).
